Screening data: PubChem BioAssay, National Center for Advancing Translational Sciences (NCATS)
FEN1 inh: inhibitors of human flap endonuclease 1. AID 588795. P39748. Potency, µM (highest dose often 114 µM), without a hit: at the top dose activity change, negative = inhibition, most hits filed as inhibitors. Recombinant FEN1 flap cleavage, fluorescence, 15 min. hit rate 0.35% among 390,000; note: nearly all actives have a fitted effect of over 65% in size
Target sequence (P39748 whole entry, looked up): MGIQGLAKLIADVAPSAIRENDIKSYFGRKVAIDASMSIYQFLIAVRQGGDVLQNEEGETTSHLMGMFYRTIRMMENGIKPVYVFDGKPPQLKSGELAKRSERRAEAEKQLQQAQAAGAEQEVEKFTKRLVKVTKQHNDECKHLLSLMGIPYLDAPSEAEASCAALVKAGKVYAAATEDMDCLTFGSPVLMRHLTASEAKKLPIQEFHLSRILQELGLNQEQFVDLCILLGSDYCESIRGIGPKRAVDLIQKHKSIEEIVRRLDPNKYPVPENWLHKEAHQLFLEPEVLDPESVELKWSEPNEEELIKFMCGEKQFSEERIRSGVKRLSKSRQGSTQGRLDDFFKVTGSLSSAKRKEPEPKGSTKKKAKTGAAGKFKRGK
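Reaction started by adding substrate (50 nM final) to 10 nM enzyme after 15 min room-temperature compound preincubation. Reads at 0 and 15 min, with data normalized and fitted to a four-parameter Hill equation.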
N370S GC mod: inhibitors or activators of N370S glucocerebrosidase for Gaucher disease; N370S GC spleen homogenate, 4MU-glucoside fluorescence; Potency, µM (top dose mostly 59.4 µM), inactives show top-dose activity change, negative = inhibition, most hits filed as inhibitors; hit rate 0.092% among 330,000; AID 2101;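 note: 0% = full enzyme activity and -100% = no enzyme basal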
TDP1 cell CPT: DT40-hTDP1 cell growth loss with CPT; chicken DT40 Tdp1-/-;hTDP1 cells + 20 nM CPT, ATP luminescence, 48 h; Potency, µM (series often up to 46.2 µM), inactives show top-dose activity change, negative = growth inhibition, actives largely listed as inhibitors; hit rate 12% among 420,000; note: nearly all actives have a fitted effect of over 55% in size
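Cell growth measured by CellTiter-Glo luminescence after a minimum 48 h, 37 C compound exposure with 20 nM CPT in Tdp1-knockout DT40 cells stably expressing hTDP1, seeded 400/well; qHTS titration format.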
An asterisk follows results filed as active; ? = inconclusive; . = not tested or not shown; & = joins results of further samples; [ ] = remark or other dose. Calls come from the whole dose curve; as a rule, active = well fitted curve in the direction sought with a large enough effect; inconclusive = small, poorly fitted or top-dose-only effect, or another doubt; inactive = no such curve, though single readings can be large; an effect the other way counts as inactive or inconclusive. Unless noted, % is set by controls: 0 for no effect and ±100 for the full control effect; potency is the fitted concentration of half-maximal effect.

entry	SMILES	TDP1 cell CPT	FEN1 inh	N370S GC mod
1	COc1ccccc1NC(=S)c1ccccc1	7%	-3%	2%
2	O=C(c1cc2ccccc2o1)n1nnc2ccccc21	0%	12%	-4%
3	Cc1cc2oc(=O)cc(Cn3ccnc3)c2cc1Cl	-8%	-17%	-10%
4	Cc1occc1C(=O)O/N=C(\N)c1ccccc1	?	8%	2%
5	O=C(CN1CCN(S(=O)(=O)c2ccccc2)CC1)Nc1ccc(N2CCOCC2)cc1	-23%	-1%	5%
6	O=C(COC(=O)CCNS(=O)(=O)c1ccccc1)NC1CC1	3%	-15%	.
7	O=C(COC(=O)c1ccccc1O)NNC(=O)c1ccc(Br)cc1	-1%	0%	-2%
8	Cc1cc(C)nc(-n2nc(C)cc2NC(=O)C(C)C)n1	1%	-2%	2%
9	O=C(N=C1SC2CS(=O)(=O)CC2N1CCc1ccccc1)C1CC1 (configuration not stated)	-8%	19%	4%
10	CCOc1ccc(N2C(=O)CS/C2=C(\C(Cl)=C(Cl)Cl)[N+](=O)[O-])cc1	?	?	1%
11	CCC(C)Cn1cnc2c(SCc3ccccc3F)nc(N)nc21 (configuration not stated)	?	-5%	.
12	NS(=O)(=O)c1ccc(CCNC(=O)NC23CC4CC(CC(C4)C2)C3)cc1	-4%	-11%	5%
13	COC(=O)c1sccc1NC(=S)Nc1cc(OC)ccc1OC	20%	8%	8%
14	COc1ccc(CC(=O)Nc2cc(S(=O)(=O)Nc3ccc(OC)cc3)ccc2OC)cc1	21µM*	-18%	.
15	Cc1ccccc1NC(=O)CN1C(=O)CSc2ccc(S(=O)(=O)N3CCCC3)cc21	2%	0%	4%
16	CCCCOc1ccc(C2=NC(c3cccs3)=Nc3ccc(CC)cc3N2)cc1	21µM*	-22%	.
17	O=C1CSc2ccc(C(=O)NCc3ccccn3)cc2N1	-1%	13%	.
18	CCn1c2ccc(C)cc2c2n[nH]c(=S)nc21	-3%	-3%	-1%
19	COc1cc(OC)cc(-c2nnc(SCC(=O)Nc3cccc(C(=O)O)c3)s2)c1	-3%	2%	-20%
20	CCc1ccc(NC(=O)CC2C(=O)N(c3cccc(C)c3)C(=O)N2C2CC2)cc1 (configuration not stated)	7%	-19%	3%
21	CCn1c(-c2cccn(Cc3ccccc3)c2=O)n[nH]c1=S	5%	12%	-10%
22	O=C1CN(S(=O)(=O)c2cc(C(F)(F)F)ccc2Cl)CCN1	1%	0%	.
23	CCN1C(=O)[C@H]2[C@@H](c3ccc(OC)cc3)N3C(=O)CN(CCOC)C(=O)[C@@]3(Cc3ccccc3)[C@H]2C1=O	-12%	21%	0%
24	Cc1nc2cnc(Oc3cccc(Cl)c3)nc2n(CCC#N)c1=O	1%	.	-6%
25	O=[N+]([O-])c1cc(Br)cc(C=Nc2ccc3c(c2)OCO3)c1O	-15%	?	-7%
26	Cc1ccc(SCc2[nH]nc3c2C(c2cccnc2)C(C#N)=C(N)O3)cc1 (configuration not stated)	?	7%	-8%
27	O=C(NN1C(=O)C2C3C=CC(C3)C2C1=O)c1ccccc1 (configuration not stated)	5%	2%	-6%
28	CCC(C)NC(=O)c1ccccc1NC(=O)COc1ccc(OC)cc1 (configuration not stated)	?	1%	-12%
29	CC(C)OC(=O)CSc1nnc(-c2ccc(O)cc2)n1Cc1ccccc1	-12%	-2%	-26%
30	CC(=O)c1cc(NC(=O)c2ccc(C)cc2)c(=O)oc1/C=C/N(C)C	-15%	9%	-4%
31	CCCN(CCC)C(=O)Cn1c(=O)n(CCCCCC(=O)Nc2ccccc2)c(=O)c2sccc21	?	2%&5%	3%
32	Cc1ccc(C(=O)N2CCC3(CC2)Oc2ccc(F)cc2C(=O)C32CC(c3cccnc3)=NO2)s1 (configuration not stated)	?	11%	11%
33	COc1ccccc1CC(=O)NNC(=O)c1cccs1	-9%	50%[activator]	-16%
34	Cc1ccc2nc(-c3ccc(NC(=O)COc4ccccc4C(C)(C)C)cc3)sc2c1	-30%	-2%	.
35	COc1ccc(NC(=O)C2COc3ccccc3O2)cc1S(=O)(=O)N1CCOCC1 (configuration not stated)	-26%	11%	.
36	Cc1ccc(-n2nc(C)c(NC(=O)CCl)c2C)cc1C	8.2µM*	1%	5%
37	CCOC(=O)CC1CCCCN1C(=O)c1cc(COc2cccc3cnccc23)on1 (configuration not stated)	1.6µM*	-2%	-6%
38	COc1ccc(F)cc1S(=O)(=O)NCC(=O)NCc1cc(=O)n(C)c(=O)n1C	13%	3%	-1%
39	CC(=O)c1cccc(NC(=O)CCS(=O)(=O)c2ccc3c(c2)n(C)c(=O)c(=O)n3C)c1	-4%	-16%	.
40	O=C(Cc1ccc(S(=O)(=O)N2CCOCC2)s1)Nc1ccc2c(c1)CCC2	-20%	-9%	11%
41	CCOc1ccc(C(=S)NC2CCCCC2)cc1OCC	?	-18%	-2%
42	COc1ccc(S(=O)(=O)NCC2CCCN(Cc3ccc(OC)cc3F)C2)cc1 (configuration not stated)	21%	-14%	-5%
43	CC(C)Cc1cc(C(=O)O)n[nH]1	7%	-4%	-2%
44	CCC(C)NC(=S)Nc1ccc(C(=O)OC)cc1 (configuration not stated)	-9%	-4%	8%
45	CCn1c(CNc2nc(-c3ccccc3)cs2)nnc1SCC(=O)NCc1ccccc1	-14%	6%	3%
46	CC1=C(C(=O)OCc2ccccc2)C(c2ccc(Cl)cc2)NC(=O)N1CCCC(=O)O (configuration not stated)	-33%	15%	14%
47	Cc1nc(CNC(=O)c2cc(COc3ccc(F)cc3Cl)on2)cs1	?	7%	-9%
48	CN(C)c1ccc(/C=N/NC(=O)c2ccc3nc[nH]c3c2)cc1	2%	-20%	-5%
49	Cc1nc2ccc(NC(=O)N(C)c3ccccc3)cc2s1	0%	-3%	-13%
50	COc1ccc(F)cc1COc1nc(C)nc2ccccc12	?	-4%	-2%
51	COc1ccc(/C=N/NC(=O)c2ccn[nH]2)cc1COc1ccc(F)cc1	16µM*	-12%	-15%
52	COc1ccccc1S(=O)(=O)N1CCn2cccc2C1C (configuration not stated)	-11%	-1%	-5%
53	COc1ccc(C2c3[nH]c4ccccc4c3C[C@H]3C(=O)N(C4CCN(Cc5ccccc5)CC4)CC(=O)N23)c(OC)c1 (some centres not stated)	?	3%	-7%
54	CC(C)N(CCNC(=O)c1ccc(CS(=O)(=O)c2c(Cl)cccc2Cl)o1)Cc1ccccc1	21µM*	5%	7%
55	COc1cc(C(=O)NCc2ccc3c(c2)CCN3C(=O)c2ccc(Cl)cc2)cc(OC)c1OC	23µM*	-1%	.
56	O=C(c1c(F)cccc1F)N1CCC(n2nnc3cc(C(F)(F)F)ccc32)CC1	-29%	5%	29%

A second format for part of the listing above:
Results follow in this order: TDP1 cell CPT, FEN1 inh, N370S GC mod
41) CCOc1ccc(C(=S)NC2CCCCC2)cc1OCC
  ?, -18%, -2%
42) COc1ccc(S(=O)(=O)NCC2CCCN(Cc3ccc(OC)cc3F)C2)cc1 (configuration not stated)
  21%, -14%, -5%
43) CC(C)Cc1cc(C(=O)O)n[nH]1
  7%, -4%, -2%
44) CCC(C)NC(=S)Nc1ccc(C(=O)OC)cc1 (configuration not stated)
  -9%, -4%, 8%
45) CCn1c(CNc2nc(-c3ccccc3)cs2)nnc1SCC(=O)NCc1ccccc1
  -14%, 6%, 3%
46) CC1=C(C(=O)OCc2ccccc2)C(c2ccc(Cl)cc2)NC(=O)N1CCCC(=O)O (configuration not stated)
  -33%, 15%, 14%
47) Cc1nc(CNC(=O)c2cc(COc3ccc(F)cc3Cl)on2)cs1
  ?, 7%, -9%
48) CN(C)c1ccc(/C=N/NC(=O)c2ccc3nc[nH]c3c2)cc1
  2%, -20%, -5%
49) Cc1nc2ccc(NC(=O)N(C)c3ccccc3)cc2s1
  0%, -3%, -13%
50) COc1ccc(F)cc1COc1nc(C)nc2ccccc12
  ?, -4%, -2%
51) COc1ccc(/C=N/NC(=O)c2ccn[nH]2)cc1COc1ccc(F)cc1
  16µM*, -12%, -15%
52) COc1ccccc1S(=O)(=O)N1CCn2cccc2C1C (configuration not stated)
  -11%, -1%, -5%
53) COc1ccc(C2c3[nH]c4ccccc4c3C[C@H]3C(=O)N(C4CCN(Cc5ccccc5)CC4)CC(=O)N23)c(OC)c1 (some centres not stated)
  ?, 3%, -7%

Later entries:
entry	SMILES	TDP1 cell CPT	FEN1 inh	N370S GC mod
57	Cc1c(C(=O)O)sc2nc(CSc3nnc(-c4ccc(F)cc4)n3C)[nH]c(=O)c12	-2%	-7%	3%
58	CN(CC(=O)c1c(N)n(C)c(=O)n(C)c1=O)c1ccccc1	?	3%	-10%
59	COc1ccc(C(=O)N/N=C/c2ccc(N3CCOCC3)s2)cc1OC	-24%	-21%	.
60	O=C1CC(c2ccco2)Cc2nc(NCC3CCCO3)ncc21 (configuration not stated)	8%	-8%	1%
61	CCC1=NC(c2ccc(OC)c(OC)c2)N(O)C1(C)C (configuration not stated)	2%	21%	0%
62	O=c1cc(/C=C/c2cccs2)[nH]c2ccccc12	2.6µM*	8%	8%
63	COc1ccc2[nH]c(=O)c(CN(Cc3cccnc3)S(=O)(=O)c3ccccc3F)cc2c1	?	-14%	?
64	COc1cccc(CNC(=O)C23CN(Cc4ccccc4)CC2C(c2ccc([N+](=O)[O-])cc2)=NO3)c1 (configuration not stated)	?	2%	-1%
65	O=C(NCCCn1ccnc1)c1ccccc1F	12%	-3%	-6%
66	C=CCOc1ccc(C2N3CC4(C)CN2CC(CCC)(C3)C4=O)cc1 (configuration not stated)	?	-6%	-26%
67	COc1ccc(OC)c(C2NC(=O)NC(C)=C2C(=O)Nc2ccc(F)cc2)c1 (configuration not stated)	-2%	15%	.
68	COc1ccc(OC)c2[nH]c(=O)c(CCNS(=O)(=O)c3ccccc3)cc12	7%	0%	14%
69	CC(=O)Nc1ccc(C)cc1-c1nc2ccccc2n(CC(=O)c2ccc(C)c(C)c2)c1=O	?	-5%	.
70	CCN1CCN(C(=O)c2cc3cc(Cl)ccc3[nH]2)CC1	-1%	18%	-5%
71	C/C(=N\N=C\c1ccccc1)c1nnn(-c2nonc2N)c1C	-20%	-11%	-10%
72	O=C(Nc1ccccn1)c1ccc2ccccc2c1O	3%	1%	1%
73	CCc1ccc(N(CC(=O)Nc2ccccc2C(=O)N2CCOCC2)S(C)(=O)=O)cc1	-3%	-4%	6%
74	COc1cccc(OCc2nc3c4cnn(-c5ccccc5)c4ncn3n2)c1	?	3%	-1%
75	COc1cccc(-c2nccc(N(C)Cc3ccco3)n2)c1	-6%	.	-11%
76	COC(=O)c1sc(OC)cc1OCc1ccc(C)cc1	-7%	0%	5%
77	COc1cc2nc(SCc3ccc(F)cc3)n(Cc3cccs3)c(=N)c2cc1OC	-43%	-19%	10%
78	Cc1cc(C)nc(N2CCCC(C(=O)NCc3ccccc3)C2)n1 (configuration not stated)	0%	-1%	8%
79	O=C(CCc1nc2sc3c(c2c(=O)[nH]1)CCCC3)NCCc1ccc(F)cc1	-22%	-2%	-6%
80	COc1ccc(C(=S)NCS(=O)(=O)c2ccc(C)cc2)cc1	?	-4%	-21%
81	CCCNC(=S)NCc1ccc(Cl)cc1	?	5%	-4%
82	COc1ccc(S(=O)(=O)Nc2cc3c(C(C)=O)c(C)oc3c3ccccc23)cc1	0.65µM*	-1%	?
83	CCN1CCN(CC(=O)Nc2ccc(OC(F)(F)F)cc2)CC1	1%	4%	-8%
84	CC1CCCC(NC(=O)COC(=O)COc2ccccc2Cl)C1C (configuration not stated)	7%	-14%	5%
85	Cc1noc(C)c1NC(=O)N(C)C[C@@H]1Oc2ccc(NC(=O)C3CCCCC3)cc2C(=O)N([C@@H](C)CO)C[C@H]1C	-4%	0%	.
86	COc1ccccc1CNc1cc(-c2cccnc2)ncn1	?	.	-4%
87	COc1ccc2c(c1)CCc1c(C(=O)NCCN3CCOCC3)noc1-2	-22%	2%	-4%
88	CCNS(=O)(=O)c1ccc(NC(=O)CSc2nc(-c3ccco3)cc(C(F)(F)F)n2)cc1	7.3µM*	-18%	.
89	CCn1c(SCC(=O)c2ccc3c(c2)OCCO3)nnc1C(C)C	-5%	-2%	-3%
90	CCN(CC)c1ccc(/C=N/NC(=O)c2cc(C)nc3ccccc23)cc1	2%	-16%	-13%
91	Cc1nc(N2CCCC2)c2c(C(=O)Nc3ccc(C)c(Cl)c3)c(C)oc2n1	?	6%	.
92	C=CCn1c(=O)c2ccccc2n2c(=S)[nH]nc12	-1%	1%	-4%
93	COC(=O)c1ccc(Cn2cc([N+](=O)[O-])cn2)cc1	7%	2%	2%
94	CC1CCCN(CCCNC(=O)C2CCC(CNS(=O)(=O)c3cccc4nsnc34)CC2)C1 (configuration not stated)	-21%	3%	-3%
95	CC(=O)N1Cc2ccccc2CC1C(=O)NCc1ccccc1F (configuration not stated)	-5%	-3%	-4%

These rows are one share of the data. The share of hits here may be higher or lower than overall.
